# Source: PubChem (National Center for Advancing Translational Sciences (NCATS))
# Vif-A3G inh: Vif-A3G binding inhibition | Q9HC16 | HeLa A3G-eYFP + Vif (tagged APOBEC3G with the HIV-1 protein that degrades it), YFP fluorescence, overnight | Potency, µM (titrated, usually from 46.1 µM), without a hit: at the highest dose activity, negative = active, actives largely listed as inhibitors | actives 0.076% (n = 410,000) | AID 602310;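 further: on the % scale 0 is the no-effect control and ±100 the full control effect; nearly all actives have a fitted effect of over 60% in size; hits raise eYFP signal because A3G escapes Vif-driven loss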
#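 Read-out is eYFP fluorescence (Ex 488/Em 500-530) from Vif-expressing HeLa A3G-eYFP cells; more signal means A3G escaped Vif-mediated degradation. Cells plated overnight, compound pinned in, incubated overnight at 37 deg C.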
# USP1-UAF1 inh: inhibitors of human USP1/UAF1 deubiquitinase | Potency, µM (highest dose often 57.1 µM), inactives show at the top dose activity change, negative = inhibition, hits mostly inhibitors | AID 743255 | O94782 | recombinant USP1/UAF1, Ub-Rhodamine cleavage fluorescence | actives 0.23% (n = 390,000); further: on the % scale 0 is the no-effect control and ±100 the full control effect; nearly all actives have a fitted effect of over 60% in size; inactives centre near -12
#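 USP1/UAF1 complex at 1 nM was preincubated with compound for 15 min at room temperature, then Ub-Rho substrate (150nM final) was added. Fluorescence (480/540 nm) was read kinetically, 6 reads every 60 seconds.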
# mIDH1 inhibitor: blocks human mutant IDH1 R132H enzyme; O75874; IDH1-R132H enzyme, NADPH consumption, diaphorase/resazurin fluorescence; Potency, µM (top dose mostly 76.6 µM), for the others: top-dose activity change, negative = inhibition, actives largely listed as inhibitors; actives 0.093% (n = 390,000); AID 602179; further: on the % scale 0 is the no-effect control and ±100 the full control effect; nearly all actives have a fitted effect of over 65% in size
# Target sequence (O75874 whole entry R132H, stated change not applied): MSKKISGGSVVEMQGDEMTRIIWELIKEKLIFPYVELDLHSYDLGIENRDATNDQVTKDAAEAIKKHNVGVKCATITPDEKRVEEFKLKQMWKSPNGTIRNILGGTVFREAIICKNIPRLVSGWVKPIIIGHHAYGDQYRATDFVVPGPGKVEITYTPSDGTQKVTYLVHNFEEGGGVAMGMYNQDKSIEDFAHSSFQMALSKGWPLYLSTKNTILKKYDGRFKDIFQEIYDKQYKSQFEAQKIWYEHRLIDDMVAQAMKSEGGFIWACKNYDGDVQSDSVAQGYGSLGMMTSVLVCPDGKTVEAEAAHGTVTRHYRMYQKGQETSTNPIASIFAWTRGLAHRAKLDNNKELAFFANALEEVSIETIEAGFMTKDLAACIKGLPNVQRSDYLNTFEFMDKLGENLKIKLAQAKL
#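 IDH1-R132H (0.5 ug/mL) preincubated 30 min with compound, then NADPH (0.016 mM) and alpha-KG (2 mM) added; 80 min at RT, pH 7.5. Remaining NADPH coupled via diaphorase/resazurin to fluorescence (540/590 nm); concentration-response curves normalized to no-enzyme control.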
# RXFP1 agonist: agonists of human relaxin receptor RXFP1. Q9HBX9. HEK293T-RXFP1 cAMP TR-FRET, 30 min; response scale: percent of porcine relaxin response, buffer zero. Potency, µM (highest dose often 57.5 µM), inactives show at the highest dose activation, hits mostly activators. actives 0.3% (n = 370,000). AID 2676; further: on the % scale 0 is the no-effect control and ±100 the full control effect; nearly all actives have a fitted effect of over 60% in size; many of its hits are not listed in these tables
#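 cAMP rise read by TR-FRET after 30 min, 37C compound exposure (up to 58 uM) in RXFP1-transfected HEK293 cells with Ro 20174 present. EC50 from Hill-equation fits, with 29 nM porcine relaxin as 100% and buffer as basal.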
# RGS4 inh: blocks human RGS4-accelerated GTP hydrolysis. P49798. Transcreener GDP fluorescence polarization, RGS4-accelerated GTP hydrolysis. actives 0.039% (n = 390,000). AID 504845. Potency, µM (highest dose often 114 µM), inactives show top-dose activity change, negative = inhibition, most hits filed as inhibitors; further: on the % scale 0 is the no-effect control and ±100 the full control effect; nearly all actives have a fitted effect of over 75% in size; some results filed as inactive show a strong effect at the top dose
#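 MLSMR compounds (23 nl, pin-transferred) preincubated 10 min at room temperature with a 500nM (2x) first reagent, then RGS4 at 900nM (2x) plus Transcreener GDP mix added; fluorescence polarization (620/688 nm) read before and after 90 min at 30 °C.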
# Vif-A3F inh: inhibitors of Vif-A3F interaction; HeLa A3F-eYFP + Vif (tagged APOBEC3F with the HIV-1 protein that degrades it), YFP fluorescence increase; actives 0.2% (n = 390,000); Potency, µM (highest dose often 46.1 µM), for the others: at the top dose activity, negative = active; further: % of control where 0% means no effect; nearly all actives have a fitted effect of over 65% in size
#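 Fluorescence increase (Ex 488/Em 500-530) after overnight compound treatment at 37 deg C flags inhibition of Vif-driven A3F-eYFP loss in stable HeLa A3F-eYFP/Vif cells seeded overnight beforehand.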
# TrxR1 substrate: substrates of rat thioredoxin reductase 1; purified TrxR1 substrate turnover, NADPH consumption readout; AID 588456; actives 0.01% (n = 390,000); Potency, µM (titrated, usually from 114 µM), without a hit: at the top dose activity change, negative = substrate turnover; further: on the % scale 0 is the no-effect control and ±100 the full control effect; nearly all actives have a fitted effect of over 50% in size
# Target sequence (O89049 whole entry, looked up): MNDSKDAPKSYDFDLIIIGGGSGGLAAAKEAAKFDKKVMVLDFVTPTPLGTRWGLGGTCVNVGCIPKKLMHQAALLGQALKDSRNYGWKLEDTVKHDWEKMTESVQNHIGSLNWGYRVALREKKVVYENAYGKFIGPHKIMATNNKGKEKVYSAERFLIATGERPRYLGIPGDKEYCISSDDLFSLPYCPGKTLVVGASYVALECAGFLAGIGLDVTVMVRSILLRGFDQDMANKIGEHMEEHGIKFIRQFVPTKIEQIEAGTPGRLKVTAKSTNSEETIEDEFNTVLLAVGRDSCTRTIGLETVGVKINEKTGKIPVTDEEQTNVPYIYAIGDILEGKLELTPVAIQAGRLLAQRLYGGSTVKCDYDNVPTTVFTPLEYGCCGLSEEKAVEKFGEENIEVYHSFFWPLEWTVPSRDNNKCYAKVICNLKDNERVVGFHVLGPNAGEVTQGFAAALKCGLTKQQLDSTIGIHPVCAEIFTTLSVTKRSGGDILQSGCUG
#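 Rat TrxR1, dispensed at 90 nM, was prereduced with 400 uM NADPH (final) for 5 min at ~22 deg C, then incubated with compound 15 min before 400 uM selenite. A first-read NADPH fluorescence drop versus no-compound background flagged substrates.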
# TrxR1 inh: rat TrxR1 inhibition; recombinant rTrxR1, NADPH fluorescence consumption, selenite substrate; Potency, µM (highest dose often 114 µM), without a hit: top-dose activity change, negative = inhibition, usual class: inhibitors; actives 1% (n = 390,000); further: on the % scale 0 is the no-effect control and ±100 the full control effect; nearly all actives have a fitted effect of over 65% in size
#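 Rat TrxR1 (90 nM in the dispensed reagent) was pre-reduced with 400 uM NADPH for 5 min at room temperature, then incubated with compound for 15 min. After 400 uM selenite was added, NADPH fluorescence (Ex 340/Em 450 nm) was followed for 8 min.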
# ALOX12 inh: ALOX12 (human) lipoxygenase inhibition; purified 12hLO, xylenol orange hydroperoxide absorbance; P18054; AID 1671190; actives 1.1% (n = 580,000); Potency, µM (titrated, usually from 108 µM), without a hit: at the highest dose activity change, negative = inhibition, actives largely listed as inhibitors; further: on the % scale 0 is the no-effect control and ±100 the full control effect
#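 Purified human 12hLO at 150 nM in 25 mM Hepes, 0.01% Triton X-100, pH 7.0, preincubated 15 min at room temperature with compound. Reaction started with 40 uM arachidonic acid, 30 min at room temperature. Hydroperoxide measured by Fe-xylenol orange, 573/405 nm absorbance ratio.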
# Numbers without * were called inactive; i = inactive; ? = inconclusive; nt = no result given; & = joins results of further samples; [ ] = remark or other dose. The call rests on the fitted dose curve; in most records, active means well fitted curve in the direction sought with a large enough effect; inconclusive means small, poorly fitted or top-dose-only effect, or another doubt; inactive means no such curve, though single readings can be large; an effect the other way counts as inactive or inconclusive. Potency means the concentration at half of the fitted maximal effect.
SMILES,Vif-A3G inh,USP1-UAF1 inh,mIDH1 inhibitor,RXFP1 agonist,RGS4 inh,Vif-A3F inh,TrxR1 substrate,TrxR1 inh,ALOX12 inh
COc1cc(/C=C(\C#N)C(=O)NC(C)C)ccc1OCc1ccc(C(=O)O)cc1,-3%,-9%,6%,-0.9%,-4%,-12%,-11%,-19%,-1%
CC1=C(C(=O)OCc2ccccc2)C(c2cccc([N+](=O)[O-])c2)NC(=O)N1C (configuration not stated),1%,-19%,2%,-0.8%,-1%,11%,-1%,14%,-13%
O=C(Cc1ccccc1)Nn1c(-c2ccccc2)nc2ccccc2c1=O,4%,-1%,3%,2.8%,13%,4%,-13%,-15%,2%
CC(/C=N/NC(=O)CCn1nnc2ccccc21)=C\c1ccccc1,0%,-11%,3%,-0.1%,-7%,-9%,-4%[57.1 µM],7%[57.1 µM],-6%
CCn1c(SCC(=O)N/N=C/c2ccccc2OCC(=O)O)nnc1-c1ccccc1,3%,-11%,0%,-0.1%,3%,2%,-9%,-4%,nt
COc1ccc(CC(=O)NC2CCS(=O)(=O)C2)cc1 (configuration not stated),-1%,-20%,-5%,1.0%,-3%,0%,0%[57.1 µM],5%[57.1 µM],-1%
COCCNC(=O)C1CC(=O)N(c2ccc(OC)cc2)C1c1ccc(OC)cc1 (configuration not stated),-10%,-13%,-10%,0.3%,24%,18%,-2%,4%,4%
C=CCn1c(C)nnc1SCC(=O)Nc1nc(C)c(C(=O)N(C)C)s1,-7%,-14%,-2%,-0.6%,-14%,-3%,0%,23%,nt
N#C/C(=C\c1ccc(/C=C(/C#N)c2nn(CCO)c(N)c2C#N)cc1)c1nn(CCO)c(N)c1C#N,-1%,-11%,16%,-0.5%,-5%,-11%,-22%,-34%,-21%
CC1(C)NC(=O)N(CC(=O)OCC(=O)c2ccc(Cl)s2)C1=O,2%,-15%,-9%,nt,5%,-16%,-4%[2.29 µM],-2%[2.29 µM],?
COC(=O)c1c(CCl)noc1C(=O)NCC1CCCO1 (configuration not stated),-3%,15%,-16%,0.9%,-6%,0%,3%[57.1 µM],-22%[57.1 µM],2%
O=C(NCc1ccco1)/C(=C\c1ccc(F)cc1)NC(=O)c1ccco1,3%,-7%,0%,-1.9%,-6%,4%,6%[57.1 µM],-31%,?
CC(=O)c1sc(-c2cccc(Cl)c2)nc1C,-1%,-5%,12%,6.2%,31%,1%,-3%,30%,1%
COc1ccc(/C(O)=C2/C(=O)C(=O)N(CCN(C)C)C2c2ccc(F)cc2)cc1Cl (configuration not stated),1%,-5%,2%,8.0%,27%,3%,-22%,-27%,-17%
Cc1nc(SCC(=O)Nc2c(C)nn(C)c2C)c2cnn(-c3ccccc3)c2n1,3%,-20%,5%,1.9%,-10%,3%,5%,18%,-13%
CCN(C(=O)COC(=O)c1cc(=O)[nH]c2ccccc12)c1c(N)n(Cc2ccccc2)c(=O)[nH]c1=O,-11%,-18%,0%,nt,-21%,1%,5%,-5%,26%
CC(=O)c1ccc(N=c2scc(C)n2C(C)C)cc1,-3%,-18%,1%,2.4%,-8%,10%,1%[57.1 µM],8%[57.1 µM],-13%
CCCSc1nnc2nc(C)cc(C)n12,-1%,-10%,-8%,2.9%,4%,2%,8%[57.1 µM],6%[57.1 µM],-1%[57.4 µM]
COc1ccc(-c2csc(N3C(=O)C4C5c6ccccc6C(c6ccccc65)C4C3=O)n2)cc1 (configuration not stated),-2%,-14%,1%,0.0%,10%,2%,-4%,6%,8%
COc1ccccc1Nc1nnc(SCC(=O)NC2CCCC2)s1,-6%,-5%,1%,-0.2%,7%,-14%,1%,24%,-8%
CCCCN(CC)CCNC(=O)c1cc2c(=O)n(CC)c3ccccc3c2s1,2%&-1%,-6%&-13%,20%&28%,4.2%&0.2%,15%&-1%,9%&-1%,14%&23%,9%&29%,-13%&-9%
CCN1CCN(C(=S)c2ccc(O)cc2)CC1,-4%,-10%,-6%,0.2%,?,-3%,-10%,-3%,?
C[C@H](CO)N1C[C@H](C)[C@@H](CN(C)C(=O)Nc2ccc3c(c2)OCO3)Oc2ccc(NC(=O)Cn3cnnn3)cc2C1=O,3%,-29%,16%,nt,-8%,5%,6%,-2%,-8%
Cc1cc(C)n(-c2ccc(C(=O)Nc3cc(S(=O)(=O)N(C)C)ccc3Cl)cc2)n1,2%,-15%,4%,1.1%,3%,-2%,-7%,3%,?
O=C(CCc1nc2ccccc2[nH]1)N1CCN(C(=O)c2ccco2)CC1,1%,-15%,12%,2.8%,12%,0%,-7%[57.1 µM],8%[57.1 µM],482%[activator]
# Next part.
SMILES,Vif-A3G inh,USP1-UAF1 inh,mIDH1 inhibitor,RXFP1 agonist,RGS4 inh,Vif-A3F inh,TrxR1 substrate,TrxR1 inh,ALOX12 inh
COC(=O)c1cn(C(=O)c2ccccc2F)nc1N,3%,-7%,-2%,0.3%,-4%,-12%,-3%,17%,22%
COCCCNC(=O)CC(c1cc(OC)c(OC)c(OC)c1)N1Cc2ccccc2C1=O (configuration not stated),1%,-19%,19%,3.7%,10%,0%,4%,18%,-7%
CCCc1ccc(Oc2cc(Cl)nc(N)n2)cc1,-1%,-27%,-4%,-0.4%,-6%,0%,-2%,-1%,-24%
CCc1nnc(NC(=O)CSc2nc3cccnc3n2C2CCCCC2)s1,-21%,-13%,5%,-1.6%,24%,-9%,-1%,-6%,-13%
NC(=O)CC(O)c1cccc(Cl)c1 (configuration not stated),0%,-17%,3%,-0.9%,7%[11.4 µM],-1%,9%[57.1 µM],-4%,-8%
C/C(=N\NC(=O)C(c1ccccc1)c1ccccc1)c1ccc(O)cc1,-5%,1%,0%,0.1%,21%,3%,-9%,4%,20%
CC(=O)C[C@H](O)CC(=O)[C@@H]1OC(=O)[C@@H](C)C/C=C\Cc2ccccc21,0%,-30%,5%,nt,-1%,2%,1%,-11%,-14%
CCOC(=O)CSc1ncc(OC)c(Sc2ccc(Cl)cc2)n1,-2%,-9%,17%,0.7%,16%,-3%,1%,18%[57.1 µM],0%
Cc1ccc(CC(=O)NCc2nc(-c3cccc(C)c3)no2)cc1,-7%,-2%,8%,-1.6%,1%,4%,-1%,14%,-13%
COc1ccc(N(CC(=O)N/N=C/c2ccc(C(=O)O)cc2)S(=O)(=O)c2ccc(NC(C)=O)cc2)cc1,-1%,-20%,12%,-0.7%,6%,-8%,2%,14%,0%
COc1ccc2c(c1)C(C1=C(O)CC(C)(C)CC1=O)C1=C(CC(C)(C)CC1=O)O2 (configuration not stated),2%,-8%,-2%,-2.6%,3%,9%,7%,5%,-1%
CCCCN(Cc1cc2ccccc2[nH]c1=O)S(C)(=O)=O,-1%,-18%,8%,0.0%,6%,0%,-6%,-11%,9%&-2%
Cc1ccc(CNC(=O)Cn2nnc(C(=O)Nc3ccc(Br)cc3)c2N)cc1,-5%,-26%,1%,-0.5%,-3%,-7%,4%,25%,2%
CC1CC(C)CN(CCC(=O)Nc2cccc(Cl)c2)C1 (configuration not stated),-7%,-12%,6%,3.2%,-8%,-8%,2%,-4%,-22%
CCCOc1ccc(-c2cn3ccccc3n2)cc1,0%,3%,8%,0.8%,10%,0%,61%[activator],7%,-1%
COc1ccccc1-c1nc(NC(C)=O)n[nH]1,-7%,-24%,-1%,-0.2%,-19%,0%,1%,-4%,i

# Eight structures out of the list, arranged by SMILES length, high to low.
SMILES,Vif-A3G inh,USP1-UAF1 inh,mIDH1 inhibitor,RXFP1 agonist,RGS4 inh,Vif-A3F inh,TrxR1 substrate,TrxR1 inh,ALOX12 inh
COc1ccc2c(c1)C(C1=C(O)CC(C)(C)CC1=O)C1=C(CC(C)(C)CC1=O)O2 (configuration not stated),2%,-8%,-2%,-2.6%,3%,9%,7%,5%,-1%
COCCCNC(=O)CC(c1cc(OC)c(OC)c(OC)c1)N1Cc2ccccc2C1=O (configuration not stated),1%,-19%,19%,3.7%,10%,0%,4%,18%,-7%
Cc1ccc(CNC(=O)Cn2nnc(C(=O)Nc3ccc(Br)cc3)c2N)cc1,-5%,-26%,1%,-0.5%,-3%,-7%,4%,25%,2%
CC1CC(C)CN(CCC(=O)Nc2cccc(Cl)c2)C1 (configuration not stated),-7%,-12%,6%,3.2%,-8%,-8%,2%,-4%,-22%
COC(=O)c1cn(C(=O)c2ccccc2F)nc1N,3%,-7%,-2%,0.3%,-4%,-12%,-3%,17%,22%
COc1ccccc1-c1nc(NC(C)=O)n[nH]1,-7%,-24%,-1%,-0.2%,-19%,0%,1%,-4%,i
CCCc1ccc(Oc2cc(Cl)nc(N)n2)cc1,-1%,-27%,-4%,-0.4%,-6%,0%,-2%,-1%,-24%
CCCOc1ccc(-c2cn3ccccc3n2)cc1,0%,3%,8%,0.8%,10%,0%,61%[activator],7%,-1%

# These rows are one share of the data (hit frequency here may not be typical).
